High-throughput results (PubChem BioAssay)
TCR-CD3 inh = blocks the human TCR-CD3 interaction. 360,000 compounds, 0.37% hits. TAMRA-labeled TCR probe fluorescence, biochemical. inhibition, % at 9.4 µM; in the data active = inhibition above about 19%;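 also: recombinant mutant TCR 2C K166C tagged with TAMRA read by polarization; 0% = receptor in buffer alone and 100% = receptor with positive control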
LEDGF integ inh = blocks HIV-1 LEDGF/p75-dependent DNA integration | inhibition, % at 3.7 µM | TR-FRET IN-LEDGF/p75 DNA integration, Eu/Cy5 | 370,000 compounds, 0.64% hits;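 active = inhibition above the screen-wide mean plus 3 SD, cut at about 13% in these data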;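 also: signal is the Cy5 over europium emission ratio at 671 and 618 nm; 0% = plate median of compound wells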
Rev-erbA mod = modulators of human Rev-erb alpha DNA binding | P20393 | Rev-erbα–FITC-DNA binding, fluorescence polarization, 90 min | activity, % at 10 µM | 370,000 compounds, 0.79% hits | AID 1259318;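 active = activity above about 14%, limit read from the data; passing the limit was not always enough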;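 also: 0% = DMSO wells with 35 nM protein and 100% = DMSO wells with 750 nM protein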
Target sequence (P20393 whole entry, looked up): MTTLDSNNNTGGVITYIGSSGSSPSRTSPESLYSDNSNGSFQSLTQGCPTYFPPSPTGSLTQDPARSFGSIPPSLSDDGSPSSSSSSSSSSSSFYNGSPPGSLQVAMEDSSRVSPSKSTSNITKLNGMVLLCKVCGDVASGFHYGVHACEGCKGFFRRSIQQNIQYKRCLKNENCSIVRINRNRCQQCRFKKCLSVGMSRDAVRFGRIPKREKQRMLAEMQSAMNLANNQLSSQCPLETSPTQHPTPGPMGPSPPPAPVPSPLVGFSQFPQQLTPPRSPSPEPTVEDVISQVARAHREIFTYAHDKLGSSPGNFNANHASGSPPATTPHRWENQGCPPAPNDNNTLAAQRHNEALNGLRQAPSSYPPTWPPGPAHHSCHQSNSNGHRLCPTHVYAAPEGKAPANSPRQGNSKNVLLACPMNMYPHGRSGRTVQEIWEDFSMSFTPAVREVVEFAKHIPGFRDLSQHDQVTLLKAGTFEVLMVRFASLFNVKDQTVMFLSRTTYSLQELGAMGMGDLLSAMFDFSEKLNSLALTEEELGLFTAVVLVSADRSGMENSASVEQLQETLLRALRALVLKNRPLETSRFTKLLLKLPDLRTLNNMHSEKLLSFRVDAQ
HTRA1 inhibitor = inhibitors of human serine peptidase HTRA1; Q92743; recombinant HTRA1, FP-rhodamine activity-based probe, fluorescence polarization; inhibition, % at 5.96 µM; 340,000 compounds, 0.5% hits; AID 504803; in the data active = inhibition above about 36%;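 also: 0% = enzyme with DMSO and 100% = wells lacking enzyme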
PG9 Ab binder = PG9 antibody binding by small molecule | TR-FRET gp120-PG9 antibody binding | inhibition, % at 6.7 µM | 360,000 compounds, 0.43% hits; in the data active = inhibition above about 8.5%
PRMT1 FP inh = inhibitors of human PRMT1; Q99873; recombinant PRMT1, activity-based probe fluorescence polarization; inhibition, % at 2.79 µM; 370,000 compounds, 1.3% hits;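 active = inhibition above about 21% made by adding two undisclosed values, limit read from the data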
SIAE inh = blocks human sialic acid acetylesterase; Q9HAT2; SIAE FP-Rh probe binding, fluorescence polarization; inhibition, % at 9.66 µM; 370,000 compounds, 0.69% hits; AID 1053197;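 active = inhibition above a cutoff: mean of compounds within the control limits plus 3 SD of those, cut at about 17% in these data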;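 also: 0% = plate median of compound wells and 100% = probe without SIAE protein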
rCAG binder = binds r(CAG) RNA repeats; r(CAG) RNA repeat, TO-PRO-1 dye displacement fluorescence; inhibition, % at 3 µM; 370,000 compounds, 1.3% hits;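 active = inhibition above the plate cutoff, the mean of all test compounds on that plate plus 3 SD, cut at about 35% in these data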;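 also: 0% = DMSO alone and 100% = 100 µM mitoxantrone as full dye displacement; higher means more dye released from RNA so lower well fluorescence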
TDP2 inh = TDP2 (human) inhibition, absorbance primary screen; O95551; recombinant TDP2, T5PNP hydrolysis, p-nitrophenol absorbance 415 nm; inhibition, % at 12.8 µM; 370,000 compounds, 0.34% hits;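 active = inhibition above the mean of all tested compounds plus 3 SD, set per campaign, cut at about 25% in these data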;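 also: 0% = DMSO with enzyme and 100% = buffer with substrate but no TDP2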
Target sequence (O95551 whole entry, looked up): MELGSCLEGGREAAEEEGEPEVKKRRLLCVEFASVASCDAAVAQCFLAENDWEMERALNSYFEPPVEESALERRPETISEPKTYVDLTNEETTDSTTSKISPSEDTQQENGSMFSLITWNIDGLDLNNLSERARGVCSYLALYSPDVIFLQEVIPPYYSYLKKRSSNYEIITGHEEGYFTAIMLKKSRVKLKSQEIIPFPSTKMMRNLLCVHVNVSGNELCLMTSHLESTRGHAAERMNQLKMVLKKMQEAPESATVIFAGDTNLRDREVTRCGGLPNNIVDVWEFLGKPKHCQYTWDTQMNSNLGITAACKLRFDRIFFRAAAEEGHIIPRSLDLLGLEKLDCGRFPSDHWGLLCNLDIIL
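Assay system: Recombinant human TDP2 | Quantity: 120 nM TDP2 per well | Incubation: 2 h at 37 °C | Signal: Epi absorbance | Evaluation: Percent inhibition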
mABHD4 FP = ABHD4 (mouse) inhibition, primary FP screen; Q8VD66; purified mABHD4, FP-Rh probe fluorescence polarization; inhibition, % at 8.92 µM; 370,000 compounds, 0.54% hits; AID 720543;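 active = inhibition exceeding the mean over every tested compound plus 3 SD, cut at about 30% in these data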;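 also: 0% = plate median of compound wells and 100% = S159A mutant with DMSO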
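Test system: mouse ABHD4 enzyme, wild type. Reagent: FP-Rh fluorescent activity-based probe, added after compound pre-incubation. Timing: pre-incubation 45 min, probe exposure 60 min, at 25 °C. Technique: FP readout, ex 525 nm / em 598 nm. Benchmarks: high control S159A mutant with DMSO, low control median of compound wells.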
Active calls of the source: *; x = not tested or not shown. Only part of the results is shown; the hit share may differ from the screen's.

Order of results – TCR-CD3 inh	LEDGF integ inh	Rev-erbA mod	HTRA1 inhibitor	PG9 Ab binder	PRMT1 FP inh	SIAE inh	rCAG binder	TDP2 inh	mABHD4 FP
CCN1CCN(Cc2oc(CO)cc(=O)c2O)CC1
  -1.6	-0.9	1.0	-1.8	0.6	1.5	4.8	-3.4	-2.9	2.1
COc1ccc(N2CCN(C(=O)Cc3ccc(S(=O)(=O)N4CCOCC4)s3)CC2)cc1
  5.4	4.3	-5.2	-8.5	-0.3	0.8	3.5	13.1	2.9	12.6
S=C(c1ccc(Cl)cc1)N1CCN(Cc2ccccc2)CC1
  -0.3	2.4	-0.9	2.1	-2.2	1.1	6.1	-5.1	0.3	-2.2
COc1ccccc1C(=O)NCCC(=O)N1CCN(C(C)=O)CC1
  6.4	-1.2	-8.3	-1.7	1.4	-1.6	-5.9	-1.4	8.9	-1.4
Cc1ccc(OCCNC(=O)c2ccc(COc3ccccc3)o2)cc1
  0.1	-3.5	3.7	-19.9	-0.6	2.6	2.5	-3.4	6.5	-4.7
Cc1ccc(S(=O)(=O)N2CCCC(C(=O)Nc3c(C)n(C)n(-c4ccccc4)c3=O)C2)cc1 (configuration not stated)
  x	2.6	-5.0	x	x	2.2	0.2	-1.0	0.4	-1.0
CCN1C(=O)N(C(C)=O)[C@H]2C[C@H](C(=O)N3CCCC3)[C@H](C)[C@H](c3ccccc3)C[C@H]21
  4.7	-4.3	-1.4	x	-0.2	0.9	-3.4	0.2	-5.8	5.4
NC(=NCCc1c[nH]c2ccccc12)NS(=O)(=O)c1ccc2ccccc2c1
  4.2	4.9	-3.3	-11.5	0.8	-0.3	3.9	9.4	2.1	-8.0
Cc1cccc(N2CCN(CC(=O)NCc3ccccc3)CC2)c1C
  8.7	-0.6	3.2	-10.4	-1.3	-2.4	0.3	-8.8	8.8	-7.4
CCCOc1ccc(C2c3c(oc4cc(C)c(C)cc4c3=O)C(=O)N2CCCN2CCOCC2)cc1 (configuration not stated)
  -2.1	1.3	0.1	-7.7	-2.4	4.6	9.7	6.4	4.6	2.5
CC(C)Oc1cc(NC(=O)CSCC(=O)Nc2cccc(C(F)(F)F)c2)c(Cl)cc1Cl
  3.6	2.9	1.3	-43.8	-0.6	3.2	-12.3	1.8	0.1	-20.1
CCNS(=O)(=O)c1ccc(CCC(=O)N2CCc3ccccc3C2)cc1
  -2.4	5.8	0.9	3.1	-0.1	-5.0	1.6	-1.2	-17.7	-0.4
CCCC(=O)c1c(C)c2ccccc2n1C
  1.2	-1.3	2.7	0.2	-0.1	-2.6	6.1	-2.5	17.3	-1.1
Cc1cc2cccc(C)c2nc1SCC(=O)NNC(=O)c1ccco1
  -0.2	-1.7	4.8	7.0	0.7	-1.2	4.8	-0.4	19.8	0.4
COc1ccc([N+](=O)[O-])cc1N(CC1CO1)S(=O)(=O)c1ccc(C)cc1 (configuration not stated)
  1.2	1.3	-1.1	1.4	-1.2	1.5	-1.3	2.1	6.4	0.7

Laid out differently: 3 of the compounds above.
SMILES,TCR-CD3 inh,LEDGF integ inh,Rev-erbA mod,HTRA1 inhibitor,PG9 Ab binder,PRMT1 FP inh,SIAE inh,rCAG binder,TDP2 inh,mABHD4 FP
CCN1C(=O)N(C(C)=O)[C@H]2C[C@H](C(=O)N3CCCC3)[C@H](C)[C@H](c3ccccc3)C[C@H]21,4.7,-4.3,-1.4,x,-0.2,0.9,-3.4,0.2,-5.8,5.4
NC(=NCCc1c[nH]c2ccccc12)NS(=O)(=O)c1ccc2ccccc2c1,4.2,4.9,-3.3,-11.5,0.8,-0.3,3.9,9.4,2.1,-8.0
Cc1cccc(N2CCN(CC(=O)NCc3ccccc3)CC2)c1C,8.7,-0.6,3.2,-10.4,-1.3,-2.4,0.3,-8.8,8.8,-7.4

Next results follow:
Order of results – TCR-CD3 inh	LEDGF integ inh	Rev-erbA mod	HTRA1 inhibitor	PG9 Ab binder	PRMT1 FP inh	SIAE inh	rCAG binder	TDP2 inh	mABHD4 FP
O=C(Nc1cccc([N+](=O)[O-])c1)Nc1ccc2c(c1)CCC2
  3.1	-2.4	-7.5	-15.4	-2.8	1.1	-10.9	27.1	-3.0	1.5
CCN1CCN(CCCCOc2ccccc2F)CC1
  -0.2	-3.8	3.0	-4.4	-0.3	7.8	-5.5	-2.9	6.3	1.8
CCn1cnc2c1c(=O)n(CC(=O)OC)c(=O)n2Cc1ccccc1
  -2.9	-3.6	-3.9	-0.8	2.7	2.1	3.7	-6.6	8.0	2.1
CC(CN(C)Cc1ccccc1)OC(=O)c1cccs1 (configuration not stated)
  5.6	-0.3	3.2	-9.7	-0.9	-1.1	-2.4	-6.7	1.8	0.5
CC(C)Cn1c(N)c(S(=O)(=O)c2cccs2)c2nc3ccccc3nc21
  -1.7	-2.5	0.2	-26.4	1.5	2.6	-5.1	11.8	2.4	-13.1
CC1(C(=O)Nc2cccc(S(=O)(=O)N3CCOCC3)c2)Cc2ccccc2C(=O)O1 (configuration not stated)
  0.1	-6.7	6.0	-5.0	1.1	8.3	-3.1	-0.4	-11.8	6.7
CCCn1c(C)cc(C(=O)CSc2nc3nc(C)cc(C)n3n2)c1C
  4.8	0.1	-7.2	1.3	0.2	-0.2	4.2	-0.6	-5.4	2.6
Cc1cccnc1NC(N)=S
  -4.9	4.6	-6.6	1.6	1.9	-1.0	-1.5	1.0	3.6	-1.1
CCCCN(C)c1c(C)nc2ccc(C(=O)N(C)CCN(C)C)cn12
  7.3	-0.6	-5.0	x	-0.1	-1.5	-0.6	1.2	5.0	3.5
COc1ccc(C(=O)[C@H]2[C@H]3C(=O)N(c4ccccc4)C(=O)[C@H]3C3C=CC=NN32)cc1 (some centres not stated)
  3.5	3.9	2.7	x	-4.7	7.3	-1.0	18.2	-6.2	2.4
CCc1cc(C(=O)NNC(=S)Nc2cccc(C)c2)cs1
  4.1	0.8	3.4	-3.4	1.7	1.4	0.4	9.2	-2.7	10.8
O=CN(Cc1ccco1)C1(C(=O)NC2CCCCC2)CCCCC1
  4.5	-3.2	-0.1	1.6	-0.3	-1.0	7.9	-2.2	3.0	4.5
CSCCC(NC(=O)c1ccccc1)C(=O)N/N=C(\C)Cc1ccccc1 (configuration not stated)
  5.8	-1.7	-4.0	-4.0	-0.8	-1.0	3.2	-1.7	2.0	2.7
COc1ccccc1C1C(C(C)=O)=C(C)N=c2s/c(=C\c3cc(OC)c(OC)c(OC)c3)c(=O)n21 (configuration not stated)
  -2.7	4.2	2.7	1.7	0.1	1.4	1.1	2.2	-6.8	2.5
COc1ccccc1-c1cc(N)n[nH]1
  -5.3	1.2	-2.1	-4.2	-0.5	-1.9	-1.8	1.0	0.2	1.4
Cc1cccc(NS(=O)(=O)c2cc(C(=O)N3CCN(C)CC3)ccc2C)c1
  -1.4	-0.7	-2.3	1.2	0.6	-3.1	-1.5	-4.8	0.6	7.6
CCOC(=O)c1cccc(NS(=O)(=O)c2ccc(NC(C)=O)cc2)c1
  -6.1	0.3	-1.9	-3.5	0.8	-0.6	-6.0	3.4	-10.3	-0.4
C=C1CSc2nc(=O)c3c4c(sc3n21)CCC4
  -7.3	-3.8	-1.1	9.1	2.9	5.5	-5.9	2.9	-4.8	10.2
COc1ccc(C)cc1NC(=O)C1COc2ccccc2O1 (configuration not stated)
  7.5	0.3	2.0	-5.1	1.9	0.3	-2.1	-1.4	-0.3	-0.9
COc1ccc(S(=O)(=O)NC(=O)C2(C)CCN2C(=O)Cc2ccc(C(C)(C)C)cc2)cc1 (configuration not stated)
  6.1	3.5	-7.0	x	-1.0	0.7	-1.1	41.6*	3.4	6.0
COc1ccccc1CNC(=O)c1ccc(NS(C)(=O)=O)cc1
  1.1	-4.5	-0.8	7.0	0.7	1.6	4.9	-0.6	-8.4	-5.3
NC(N)=NC(N)=Nc1cccc(Cl)c1
  1.7	-4.7	-3.1	1.4	-2.2	1.7	4.0	0.2	1.0	6.1
COc1ccc(-n2c(CCc3ccccc3)nnc2SCC(=O)c2ccccc2)cc1
  -6.0	-0.1	-0.2	-30.2	-0.4	1.2	-2.2	-3.1	-4.8	-4.2
Cc1nc2ccccc2c(=O)n1CCCO
  0.2	-2.9	-5.2	4.9	-0.9	-2.5	9.7	-1.5	-13.8	1.1
C=CCn1c(SCc2ccccc2F)nc2cc(C(=O)O)ccc2c1=O
  9.3	7.0	3.0	-17.4	-3.0	0.0	0.4	22.1	-4.7	2.7
Clc1cccc(NCc2ccccc2)n1
  13.0	3.1	1.7	-12.1	-1.7	-1.4	-1.1	-0.7	-2.0	-5.0
O=C(CSc1nnc(Cc2ccccc2)o1)NCc1ccco1
  -2.9	4.9	-4.0	-8.4	0.2	-2.1	1.7	2.4	-2.3	-0.2
CC1CC(C)CN(C(=O)CN2C(=O)NC(c3ccccc3)(c3ccccc3)C2=O)C1 (configuration not stated)
  6.6	-1.4	-6.3	-7.1	0.8	0.9	3.0	-0.2	5.3	-1.3
O=C(NC1CC1)C1CCN(C2CCN(C(=O)CSc3ccccc3)CC2)CC1
  2.0	-0.1	-3.5	5.5	0.5	-3.5	0.1	-1.9	3.3	2.2
Cc1ccc(C)c(-n2c(CNC(=O)c3ccco3)nnc2SCC(=O)Nc2nccs2)c1
  4.3	3.5	7.0	9.8	-0.5	-0.6	-2.5	-4.1	7.4	6.0
Cc1cc(CNC(=O)Cn2cc([N+](=O)[O-])cn2)c2ccccc2n1
  -0.3	17.4*	0.5	3.2	-0.5	1.5	4.8	-1.2	8.4	6.9
COc1ccc(S(=O)(=O)N(CCC(N)=O)Cc2ccco2)cc1OC
  7.5	1.7	2.6	2.7	-1.2	-1.6	-1.7	0.4	3.8	5.5
COC(=O)c1sc2ncccc2c1OCc1ccc(Cl)cc1
  -0.5	0.3	10.3	0.1	3.7	2.9	-10.2	1.6	-1.5	-0.6
N#C/C(=C\C1=C(N2CCOCC2)C(=C\c2ccccc2)/CC1)C(=O)Nc1ccccc1F
  -23.3	0.7	14.2	-11.7	-2.0	11.6	-36.5	-1.1	1.5	-17.3
O=C(NC(Nc1nc2ccccc2s1)(C(F)(F)F)C(F)(F)F)c1ccccc1
  5.2	-0.3	2.0	-2.6	2.2	-0.5	2.7	-0.6	5.8	7.8
COc1ccccc1/C=C/C(=O)N1CCC(c2ccccc2)C1 (configuration not stated)
  7.3	2.2	0.9	-5.6	-2.4	-0.1	3.9	4.0	6.8	-4.4
CCOC(=O)c1c(C)[nH]c(C2=NNC(=NC(C)COC)SC2)c1C (configuration not stated)
  2.9	3.4	2.8	-5.4	-2.8	-4.7	2.8	-4.6	-5.6	2.7
O=C(NNC(=S)Nc1ccc(Br)cc1)c1ccccc1Br
  2.6	-4.2	-1.5	-4.9	0.2	-2.2	-2.9	28.3	-7.3	8.5
Nn1c(COc2ccccc2F)nnc1SCC(=O)NCC1CCCO1 (configuration not stated)
  10.8	-0.1	0.9	2.4	0.7	0.2	-7.1	1.6	4.4	2.8
N#CCNC(=O)c1nn2c(C(F)(F)F)cc(-c3ccccc3)nc2c1Br
  9.8	-0.1	56.7*	0.0	-0.7	-1.5	1.7	0.4	10.3	-2.5
